From PubChem
MgcRacGAP inhibition = MgcRacGAP GTPase-activating activity inhibitors, confirmation, biochemical, ADP Hunter fluorescence; MgcRacGAP-stimulated Rac1 GTP hydrolysis, ADP Hunter fluorescence; higher % means a stronger effect; GST-tagged Rac1 F28L mutant substrate; one-dose inhibition, % at 30 µM; IC50 in µM for titrated hits; 340,000 tested, 0.6% active; AID 624330;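 active = first-screen hits whose inhibition reached a set limit at any dose in the follow-up dose series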;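 also: fluorescence reports GDP produced by GAP-driven GTP hydrolysis; strong numbers were not always called active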
West Nile virus CPE = inhibition of WNV-induced cytopathic effect – cell-based, CPE readout (AID 1621); CPE inhibition, % at 10 µM; hits with a dose series show IC50 in µM; 290,000 tested, 0.02% active; West Nile virus-infected cells, CPE inhibition; higher % means a stronger effect; in the data active = a potency from the dose series; also: strong numbers were not always called active
K1F lysis inhibition = inhibition of K1F phage lysis, E. coli UTI89, bacterial capsule biogenesis inhibitors, alamar blue (AID 488966). E. coli UTI89 K1F phage lysis, alamar blue, 2 h; higher % means a stronger effect. inhibition, % at 100 µM; hits with a dose series show IC50 in µM. 340,000 tested, 0.02% active;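 active = phage lysis inhibition, versus mean bacterial control, above a set limit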;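 also: capsule biogenesis inhibitors block K1F phage lysis so surviving cells raise fluorescence; higher fluorescence means more inhibition of phage lysis; actives were called in the ten point dose series up to 300 µM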
RSV CPE inhibition = RSV antiviral activity via CPE protection, HEp-2 cells, primary 10 µM value included (AID 2391); HEp-2 cells, RSV-induced CPE inhibition; higher % means a stronger effect; one-dose CPE inhibition, % at 10 µM; IC50 in µM for titrated hits; 310,000 tested, 0.13% active; in the data active = a potency from the dose series; also: strong numbers were not always called active
Large T inhibition = SV40 large T antigen inhibitors, biochemical (AID 1903) | SV40 large T antigen ATPase/helicase inhibition assay; higher % means a stronger effect | inhibition, % at 20 µM, or IC50 in µM where a hit was titrated | 310,000 tested, 0.39% active; in the data active = a potency from the dose series; also: strong numbers were not always called active
Dengue-2 NS5 capping = flavivirus cap methylation enzyme inhibition – biochemical, confirmation dose response, primary screen (AID 588689). inhibition, % at 25 µM, or IC50 in µM where a hit was titrated. Dengue-2 NS5 methyltransferase capping enzyme assay, biochemical; higher % means a stronger effect. 340,000 tested, 0.3% active; in the data active = a potency from the dose series
Salmonella PhoP GFP = inhibitors of PhoP regulon expression, primary screen, Salmonella Typhimurium, GFP reporter (AID 1863); S. Typhimurium PhoP-regulated promoter GFP reporter, 4 h; higher % means a stronger effect; inhibition, % at 50 µM, or IC50 in µM where a hit was titrated; 300,000 tested, 0.16% active;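 active = inhibition over 29.93%, a cutoff 3 SD above the screen mean, later confirmed by dose response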;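 also: 0% = low Mg2+ inducing control and 100% = high Mg2+ repressing control; strong numbers were not always called active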
NTR1 agonist = agonists of NTR1, primary screen, imaging, U2OS cells, beta-arrestin-GFP, high content (AID 493036); P30989; NTR1-U2OS beta-arrestin-GFP spot imaging, agonist mode; activation, % at 20 µM; 330,000 tested, 0.17% active;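 active = activation at or above 40% of the spot to cytoplasm intensity ratio, with at least 20 cells analyzed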;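 also: 0% = DMSO without peptide and 100% = 100 nM NTR1 peptide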
Target sequence (P30989 whole entry, looked up): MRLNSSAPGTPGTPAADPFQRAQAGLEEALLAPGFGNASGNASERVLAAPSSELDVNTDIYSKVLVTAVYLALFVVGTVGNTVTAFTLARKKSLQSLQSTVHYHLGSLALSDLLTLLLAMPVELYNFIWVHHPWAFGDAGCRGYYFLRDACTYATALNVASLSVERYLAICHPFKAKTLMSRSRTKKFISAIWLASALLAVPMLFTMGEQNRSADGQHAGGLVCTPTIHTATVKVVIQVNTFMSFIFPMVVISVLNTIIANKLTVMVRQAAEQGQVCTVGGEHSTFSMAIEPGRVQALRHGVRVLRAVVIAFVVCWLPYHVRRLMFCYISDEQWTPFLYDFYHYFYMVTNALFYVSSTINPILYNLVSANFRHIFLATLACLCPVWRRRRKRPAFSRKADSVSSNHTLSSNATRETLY
T cell HTS = T cell immune modulation candidate; calls only at 7 µM; 2C CD8+ T cell-vesicle binding, flow cytometry; hits give low values; 330,000 tested, 0.068% active;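 active = response, share of CD8 T cells binding vesicles, and their 90th percentile fluorescence all below set limits, cut at about 80% in these data, passing the limit was not always enough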
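Material: 2C TCR transgenic mouse naive CD8+ T cells, MACS-purified. Also added: QL9-charged Drosophila Ld/ICAM-1/B7-1 vesicles. Timing: binding 1.5 h at 37 °C. Measured by: high-throughput flow cytometry with anti-B7-1 and anti-CD8 staining. Read-out: percent CD8+ FL2 mean versus row control. Controls: Unloaded micro-vesicles (low), QL9 vesicles with 0.7% DMSO (high).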
T cell HTS vesicle-bound % = further read-out of T cell HTS, marked with its call; double positive events, %; measured here: CD8+ vesicle-bound cell fraction;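 binding gate set so that unloaded-vesicle control wells show 10% double positive cells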
NTR1 agonist cell count 20 µM = second read-out of NTR1 agonist, no call of its own (marks repeat the call); cell count; measured here: cell count, cytotoxicity flag
Starred values were filed as active, the others as inactive; i = inactive; · = not tested or not shown; [ ] = remark or other dose.

SMILES	MgcRacGAP inhibition	West Nile virus CPE	K1F lysis inhibition	RSV CPE inhibition	Large T inhibition	Dengue-2 NS5 capping	Salmonella PhoP GFP	NTR1 agonist	NTR1 agonist cell count 20 µM	T cell HTS	T cell HTS vesicle-bound %
COc1cc2c(cc1NC(=O)COC(=O)[C@@H](NC(=O)c1ccccc1)C(C)C)oc1ccccc12	29%	2.0%	2.1%	8.0%	22%	-2%	-2%	1.8	43	i	33
COCCN1C(=O)N[C@@H](c2cccc(C(F)(F)F)c2)[C@@H](C(=O)OC)[C@H]1C	3%	-0.2%	-0.9%	1.2%	11%	0%	-9%	0.3	72	i	30
CC(C)c1ccc(/C=C2\SC(N3CCOCC3)=NC2=O)cc1	11%	-0.3%	1.0%	3.7%	6%	-5%	4%	3.1	44	i	22
COc1ccc(-c2csc(NC(=O)CSCC(=O)Nc3cc(C)on3)n2)c(OC)c1	4%	·	0.6%[50 µM]	-2.5%	10%	1%	-2%	3.4	54	i	39
CC(C)/C=C/CN1CCCC(N2CCN(c3cccc(Cl)c3)CC2)C1 (centres undefined)	-15%	-0.8%	1.2%	-1.2%	0%	-6%	8%	0.2	64	i	36
CC(C)c1ccc(-c2cc(C(=O)N3CCOCC3)c3cc(Br)ccc3n2)cc1	2%	-1.0%	0.1%	16%	7%	-4%	0%	8.6	63	i	69
O=C(CC1C(=O)NCCN1Cc1ccc(F)cc1)NCCN1CCCc2ccccc21 (centres undefined)	4%	0.4%	0.0%	0.5%	21%	17%	-15%	-2.3	97	i	64
Cc1nn(C2CCCCC2)c(N)c1-c1ccccc1	18%	0.5%	0.5%	-1.0%	19%	3%	-6%	0.2	41	i	31
CCCCOc1ccc(-c2nnc(-c3cc[n+](C)cc3)o2)cc1	10%	-0.4%	0.5%	-1.6%	·	-1%	·	2.8	79	i	43
COc1ccccc1NS(=O)(=O)c1cccs1	1%	1.1%	0.8%	1.8%	-3%	0%	4%	2.3	60	·	·
COc1ccc(C(=O)N2CCN(c3ccc(C(C)=O)cc3)CC2)cc1S(=O)(=O)N1CCCC1	4%	·	0.5%[50 µM]	·	·	3%	·	0.6	58	i	49
Cc1oc(S(=O)(=O)N(C)C)cc1C(=O)Nc1ccc(Cl)cc1	1%	0.2%	-2.1%	5.3%	7%	-2%	-10%	0.8	58	i	21
NC(=O)COC(=O)c1ccccc1SCC(=O)NC1CCCCCCC1	8%	·	0.2%[50 µM]	-0.1%	4%	1%	-5%	1.2	67	i	21
CCc1ccc(C(CNC(=O)c2ccc3c(=O)n(-c4ccccc4F)c(=S)[nH]c3c2)N(C)C)cc1 (centres undefined)	7%	·	0.3%	5.5%	10%	3%	1%	1.8	38	i	62
O=C(Nc1ccc(F)cc1)NC1CCN(Cc2nnnn2Cc2ccco2)CC1	7%	-0.1%	2.5%	0.1%	30%	-23%	-11%	0.2	60	i	50
O=C(N/N=C/C(Br)=C\c1ccccc1)c1ccc2nc[nH]c2c1	16%	-0.6%	-0.3%	6.1%	20%	0%	-3%	-1.1	58	i	50
CCCCNC(=O)c1onc(CSc2ccc(Cl)cc2)c1C(=O)O	4%	0.5%	1.4%	2.2%	4%	-10%	-2%	1.3	79	i	30
O=C(CSCc1cccc(F)c1)N1CCN(c2ccccc2)CC1	12%	-0.7%	1.8%	2.0%	4%	-3%	-5%	2.5	59	i	31
O=C(Nc1ccc(F)cc1)c1ccccc1CC[N+](=O)[O-]	3%	0.5%	-0.1%	1.7%	7%	-3%	-3%	-0.2	57	i	51
O=C(CN1C(=O)NC2(CCCC2)C1=O)Nc1nc2ccccc2[nH]1	1%	·	-2.0%	-1.6%	14%	-7%	-6%	-0.4	56	i	33
CC1CN(S(=O)(=O)c2cccc(C(=O)OCCOc3ccccc3)c2)CC(C)O1 (centres undefined)	6%	·	0.3%[50 µM]	3.0%	·	2%	·	-0.5	57	i	12
COc1ccccc1CN1CCN(Cc2ccco2)CC1	·	-0.1%	0.1%	0.0%	-4%	-1%	12%	-1.4	86	i	38
O=C(CN1C(=O)NC(c2ccccc2)(c2ccccc2)C1=O)NCc1ccccc1	2%	·	1.0%[50 µM]	0.9%	·	1%	·	-0.7	46	i	55
CCOC(=O)CN(C(=O)CNC(=O)c1cccs1)C(C(=O)NC1CCCCC1)c1cccs1 (centres undefined)	2%	-0.7%	-0.2%	-1.3%	-3%	-3%	5%	-1.1	71	i	19
COc1ccc(NC(=O)CC(C)n2ccnc2)cc1 (centres undefined)	14%	-0.1%	0.3%	0.5%	6%	1%	-7%	1.0	78	i	44
Remaining list, next part.
SMILES	MgcRacGAP inhibition	West Nile virus CPE	K1F lysis inhibition	RSV CPE inhibition	Large T inhibition	Dengue-2 NS5 capping	Salmonella PhoP GFP	NTR1 agonist	NTR1 agonist cell count 20 µM	T cell HTS	T cell HTS vesicle-bound %
COc1cc(C(=O)NCc2ccc(S(N)(=O)=O)cc2)ccc1OCC(=O)Nc1cccc(C(F)(F)F)c1	3%	·	-0.1%[50 µM]	-1.1%	12%	-4%	-7%	-0.4	54	i	48
N=c1c(S(=O)(=O)c2ccc(Cl)cc2)cc2c(=O)n3ccccc3nc2n1Cc1ccco1	12%	0.0%	-0.8%	1.2%	9%	20%	0%	22	43	i	46
CCc1cc(=O)[nH]c(SCC(=O)NCc2ccc3c(c2)OCO3)n1	3%	·	0.8%[50 µM]	0.2%	5%	-3%	0%	1.1	63	i	41
COc1ccc(N2C(C(C)=O)=NN(c3ccccc3)C2c2cccs2)cc1 (centres undefined)	-12%	2.6%	-0.3%	15%	1%	-11%	-9%	6.0	82	i	61
CC(CC(=O)O)CC(=O)Nc1ccc(Br)cc1 (centres undefined)	10%	0.1%	2.2%	·	8%	-5%	-10%	-1.2	53	i	37
C/C(=N\NC(=O)c1ccc2nc[nH]c2c1)c1ccc([N+](=O)[O-])cc1	·	0.2%	·	·	4%	·	-2%	-1.2	59	i	32
CC1CCN(S(=O)(=O)c2ccc(C(=O)NC3CCS(=O)(=O)C3)cc2)CC1 (centres undefined)	6%	·	1.7%[50 µM]	-0.7%	9%	-8%	-7%	0.0	60	i	30
O=C(Nc1c(F)cc(F)cc1Br)c1cccnc1	4%	0.1%	5.6%	1.3%	0%	-1%	8%	0.4	79	i	20
CN1CCN(C(=O)NC2CCCN2S(=O)(=O)c2ccc(Cl)cc2)CC1 (centres undefined)	5%	-0.2%	0.3%	1.1%	-4%	-6%	2%	2.3	64	i	29
CN(C(=O)CSc1nnc(C2CC2)n1C1CC1)C1(C#N)CCCCC1	3%	·	0.9%[50 µM]	0.3%	·	-5%	·	0.6	60	i	39
CC(C)N(C(=O)COC(=O)Cn1cnc2ccccc21)c1ccccc1	1%	·	0.3%[50 µM]	·	·	-4%	·	0.0	62	·	·
CCOC(=O)C1CCCN(C(=O)c2cccc(N3C(=O)c4ccccc4C3=O)c2)C1 (centres undefined)	-4%	·	0.0%[50 µM]	1.0%	·	-4%	·	1.9	66	i	18
COC(=O)C1=NNC2C(=O)N(C3CCCCC3)C(=O)C12 (centres undefined)	11%	2.5%	0.0%	-2.8%	24%	0%	-3%	1.8	59	i	24
Cc1nc2scc(C)n2c(=O)c1S(=O)(=O)N1CCN(c2ccccc2F)CC1	5%	-0.5%	-0.2%	5.7%	16%	-7%	0%	2.8	70	i	38
COc1cc2nc(C3CC3)n(NC(=O)c3ccc(Cl)cc3)c(=O)c2cc1OC	3%	0.3%	1.1%	1.5%	19%	-7%	-4%	0.5	36	i	23
CC(C)CC(=O)NC(=S)Nc1ccc(N2CCOCC2)cc1	7%	-1.9%	0.3%	3.6%	12%	-1%	-7%	2.5	82	i	58
Cc1c(C(=O)NC2CC2)oc2ccc(S(=O)(=O)N3CCCCCC3)cc12	7%	-1.0%	0.9%	12%	4%	-4%	-1%	0.2	78	i	34
Cc1ccc(C)c(N2CCN(C(=O)CN(C)S(=O)(=O)c3ccc4c(c3)CCC(=O)N4)CC2)c1	6%	-0.1%	-0.1%	1.0%	1%	-10%	0%	-1.4	46	i	36
CC(C)(C)C(=O)Nc1sc2c(c1C#N)CCCCC2	3%	-0.4%	-0.3%	-0.3%	11%	8%	-1%	1.4	61	i	48
N#CCCn1ncc2ccccc21	9%	0.8%	0.2%	0.4%	3%	3%	7%	2.7	75	i	50
FC(F)Sc1ccc(-n2cc(-c3ccc(Cl)cc3)[n+]3c2CCC3)cc1	8%	1.1%	0.7%[50 µM]	7.9%	2%	-2%	6%	0.6	68	i	45
Cc1cnc(CNC(=O)CC2C(=O)NCCN2Cc2cccc(F)c2F)cn1 (centres undefined)	3%	0.1%	-0.1%	2.0%	12%	17%	0%	-0.9	69	i	10
CC(C)CC(=O)n1sc(NC(=O)c2ccccc2)nc1=O	11%	-0.4%	0.7%	4.4%	3%	-11%	-26%	-0.5	56	i	10
CC(CO)(CO)NC(=O)c1ccc(=O)[nH]n1	2%	0.3%	1.3%[50 µM]	-1.6%	9%	-2%	-5%	-1.8	56	i	57
Fc1ccc(CSc2ccc(-c3ccc4c(c3)OCO4)nn2)cc1	6%	-0.9%	4.2%	1.6%	4%	-11%	-4%	-0.2	67	i	46
O=C(Nc1ccc2c(c1)OCCO2)N1CCN(Cc2ccccc2)CC1	-2%	-0.1%	0.0%	0.5%	4%	4%	2%	-0.5	50	i	49
O=C(/C=C/c1ccc([N+](=O)[O-])cc1)NCc1ccc2c(c1)OCO2	1%	-0.7%	-0.4%	6.0%	·	-8%	·	-0.6	41	i	12
CC(C)CNC(=O)C(=O)NCC1OCCCN1S(=O)(=O)c1ccc2c(c1)OCCO2 (centres undefined)	-1%	-0.3%	-0.1%	1.3%	14%	-1%	1%	0.8	66	i	5

Record cards, as listed above. Order of values: MgcRacGAP inhibition | West Nile virus CPE | K1F lysis inhibition | RSV CPE inhibition | Large T inhibition | Dengue-2 NS5 capping | Salmonella PhoP GFP | NTR1 agonist | NTR1 agonist cell count 20 µM | T cell HTS | T cell HTS vesicle-bound %
`COCCN1C(=O)N[C@@H](c2cccc(C(F)(F)F)c2)[C@@H](C(=O)OC)[C@H]1C` across the screens: 3% | -0.2% | -0.9% | 1.2% | 11% | 0% | -9% | 0.3 | 72 | i | 30
`COC(=O)C1=NNC2C(=O)N(C3CCCCC3)C(=O)C12` (centres undefined) across the screens: 11% | 2.5% | 0.0% | -2.8% | 24% | 0% | -3% | 1.8 | 59 | i | 24
`CC(C)CC(=O)n1sc(NC(=O)c2ccccc2)nc1=O` across the screens: 11% | -0.4% | 0.7% | 4.4% | 3% | -11% | -26% | -0.5 | 56 | i | 10
`N#CCCn1ncc2ccccc21` across the screens: 9% | 0.8% | 0.2% | 0.4% | 3% | 3% | 7% | 2.7 | 75 | i | 50
`Cc1nc2scc(C)n2c(=O)c1S(=O)(=O)N1CCN(c2ccccc2F)CC1` across the screens: 5% | -0.5% | -0.2% | 5.7% | 16% | -7% | 0% | 2.8 | 70 | i | 38

Compounds were not picked by outcome; about 1.5% have a hit in one of these screens.
